CIT2 TOR yeast: modulators of TOR pathway CIT2-GFP in S. cerevisiae | S. cerevisiae CIT2-GFP strain, flow cytometry, 3 h; 100 means same as DMSO wells | GFP response vs DMSO, % at 10 µM | actives 0.065% (n = 320,000);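 active means GFP response relative to DMSO above a set limit, near the screen mean plus 3 SD, cut at about 150% in these data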;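 further: ratio of well median GFP fluorescence to mean of DMSO wells on the plate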
Efflux pump inh: antifungal efflux pump inhibition, Nile Red retention; actives 0.44% (n = 330,000); inhibition, % at 10 µM; S. cerevisiae Candida pump triplex;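 active means plate passing quality check with inhibition over a set limit, or well fluorescence over plate mean plus 4 SD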;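 further: Nile Red retained in pooled yeast measured as flow cytometry median fluorescence; 0% = buffer negative control and 100% = Enniatin B positive control; higher means more Nile Red kept so more efflux inhibition; some compounds called inactive have numbers as strong as hits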
AGP1-GFP MLPCN: modulators of TOR pathway AGP1-GFP in S. cerevisiae | S. cerevisiae AGP1-GFP multiplex flow cytometry, 3 h; GFP as percent of DMSO wells | GFP response vs DMSO, % at 10 µM | actives 0.02% (n = 320,000) | AID 2066;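 active means GFP response relative to DMSO above a set limit, near screen average plus 3 SD, cut at about 150% in these data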;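 further: median GFP channel fluorescence of the gated AGP1 strain per well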
MEP2 TOR yeast: modulators of TOR pathway MEP2-GFP in S. cerevisiae | AID 2016 | GFP response vs DMSO, % at 10 µM | actives 0.51% (n = 330,000) | S. cerevisiae MEP2-GFP strain, flow cytometry GFP, 3 h; 100% = DMSO control level;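 active means GFP response versus DMSO above a set limit, roughly screen mean plus 3 SD, cut at about 180% in these data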;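 further: median GFP fluorescence of the barcode-gated MEP2-GFP cells per well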
CR mimetic SO: yeast age-related superoxide inhibition as caloric restriction mimetic; actives 0.18% (n = 330,000); S. cerevisiae aged cells, superoxide DHE fluorescence; active compounds read low; superoxide response (% of plate mean), % at 10 µM;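 active means superoxide response under a set limit, about three screen SD below normal, cut at about 65% in these data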;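 further: yeast aged for seven days with compound at 30 °C before DHE staining; 100% = average MFI of all compound-treated wells on the plate with controls excluded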
RPL19A-GFP yeast: modulators of TOR pathway RPL19A-GFP in S. cerevisiae | S. cerevisiae RPL19A-GFP strain, flow cytometry, 3 h; active compounds read low | percent response vs DMSO, % at 10 µM | actives 0.3% (n = 330,000) | AID 2025;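 active means percent response vs DMSO below 50%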;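 further: median channel GFP fluorescence of the barcoded RPL19A-GFP strain; ratio of sample median GFP to plate DMSO average so 100% = DMSO; lower means less RPL19A-GFP as with rapamycin TOR inhibition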
LAP4-GFP MLPCN: alters LAP4-GFP fluorescence in TOR pathway yeast screen; S. cerevisiae LAP4-GFP multiplex, flow cytometry GFP, 3 h; median GFP as percent of DMSO wells; GFP response vs DMSO, % at 10 µM; actives 0.34% (n = 320,000);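 active means GFP response vs DMSO above a set limit, about the screen mean plus 3 SD, cut at about 150% in these data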
AHR activator: activators of human aryl hydrocarbon receptor | actives 2.5% (n = 320,000) | AHR-responsive luciferase reporter cells, luminescence | activation, % at 5 µM | AID 2796 | P35869; in the data active means activation above about 47%;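 further: 0% = vehicle wells and 100% = reference agonist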
Target sequence (P35869 whole entry, looked up): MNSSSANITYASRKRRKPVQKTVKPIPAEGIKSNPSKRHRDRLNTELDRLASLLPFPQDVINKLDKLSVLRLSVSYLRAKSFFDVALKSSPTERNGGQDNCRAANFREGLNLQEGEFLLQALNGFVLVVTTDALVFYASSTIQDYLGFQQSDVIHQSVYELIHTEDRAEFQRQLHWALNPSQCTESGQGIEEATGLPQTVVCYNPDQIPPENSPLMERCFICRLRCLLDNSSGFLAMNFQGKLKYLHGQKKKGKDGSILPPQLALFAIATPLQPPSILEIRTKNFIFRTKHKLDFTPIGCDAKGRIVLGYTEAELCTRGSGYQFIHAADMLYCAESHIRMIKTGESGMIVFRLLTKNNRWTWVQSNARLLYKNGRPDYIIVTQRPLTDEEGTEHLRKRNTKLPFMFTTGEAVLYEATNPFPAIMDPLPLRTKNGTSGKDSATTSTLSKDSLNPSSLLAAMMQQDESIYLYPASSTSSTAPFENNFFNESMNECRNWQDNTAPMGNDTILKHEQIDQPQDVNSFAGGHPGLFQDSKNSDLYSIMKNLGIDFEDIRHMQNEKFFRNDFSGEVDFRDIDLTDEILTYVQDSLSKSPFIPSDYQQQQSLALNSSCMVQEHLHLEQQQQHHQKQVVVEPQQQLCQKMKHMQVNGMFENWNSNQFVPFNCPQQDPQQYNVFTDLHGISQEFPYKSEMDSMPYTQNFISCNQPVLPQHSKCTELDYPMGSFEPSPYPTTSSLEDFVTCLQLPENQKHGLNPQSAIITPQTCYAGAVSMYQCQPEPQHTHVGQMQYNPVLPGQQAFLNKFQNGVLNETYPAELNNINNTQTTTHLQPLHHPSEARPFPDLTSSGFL
Numbers without * were called inactive; / = not tested or not shown. Compounds were not picked by outcome; overall some 3.9% were active at least once.

Each structure is followed by: CIT2 TOR yeast	Efflux pump inh	AGP1-GFP MLPCN	MEP2 TOR yeast	CR mimetic SO	RPL19A-GFP yeast	LAP4-GFP MLPCN	AHR activator
COc1cccc(-c2nc(C=O)cs2)c1
    98.9	0.0	103.2	117.0	87.7	111.9	103.0	1.5
Cc1cc(CNC(=O)COC(=O)Cn2[nH]c(=O)c3ccccc3c2=O)cc(C)c1O
    87.5	0.2	98.8	91.5	107.2	91.8	99.8	-1.0
Cc1ccc(S(=O)(=O)N2CCN=C2SCc2cccnc2)cc1
    100.2	-0.2	104.3	102.1	91.6	103.3	101.1	-2.8
CSc1ccc(S(=O)(=O)N2CCC(C(=O)NCc3cccnc3)CC2)cc1
    106.6	0.1	96.4	88.8	94.5	98.6	89.0	-0.8
O=C(COc1ccc(Br)cc1CO)Nc1ccc(S(=O)(=O)N2CCCCC2)cc1
    98.2	0.0	97.1	98.9	103.3	97.3	102.2	2.3
COc1ccc(N=C2S/C(=C\c3ccc(N4CCOCC4)o3)C(=O)N2CCc2c[nH]c3ccccc23)cc1
    96.5	0.4	98.8	106.4	138.1	101.3	111.9	5.1
O=C(Nc1nnc(C2CCCO2)s1)c1cccs1 (configuration not stated)
    101.3	-0.1	101.1	108.0	99.7	95.8	99.3	47.6*
COCCn1nnnc1C(c1cc2ccc(C)cc2[nH]c1=O)N(Cc1ccco1)Cc1cccs1 (configuration not stated)
    95.3	0.2	95.0	100.9	107.9	100.4	96.0	1.1
O=C(Nc1ccc(Br)c2cccnc12)c1ccc(Cn2cc([N+](=O)[O-])cn2)o1
    89.5	0.3	99.3	97.1	111.6	99.3	102.4	52.0*
CCCNS(=O)(=O)c1ccc(C(=O)NCC2CCCO2)cc1 (configuration not stated)
    99.6	0.1	104.9	107.4	115.3	102.5	95.8	-0.3
CCOC(=O)c1sc2ccccc2c1OC(=O)c1ccccc1
    98.8	-0.2	97.7	98.6	82.2	98.3	96.8	5.7
Cc1ccc(N2CC(C(=O)N3CCN(Cc4ccc5c(c4)OCO5)CC3)CC2=O)cc1 (configuration not stated)
    98.8	0.1	102.0	100.3	103.8	105.7	94.8	-2.0
Cc1ccc(NC(=O)c2ccc(CSc3nccc(C)n3)cc2)cc1
    103.0	0.1	96.3	108.5	91.8	97.7	102.0	7.0
COCCn1c(SCC(=O)Nc2cccnc2Cl)nc2ccccc21
    98.0	0.5	95.6	92.9	106.8	97.3	99.0	7.0
CC1CCN(CCCn2c(=S)[nH]c3c(sc4ccccc43)c2=O)CC1
    99.0	0.2	103.3	106.5	89.9	103.2	108.3	7.5
CCC(C)c1c(O)nc(SCC(=O)Nc2ccccc2)[nH]c1=O (configuration not stated)
    100.5	-0.1	102.2	97.9	98.8	101.4	96.2	11.5
COC(=O)CN(c1ccccc1)S(=O)(=O)c1ccccc1
    115.1	0.0	99.9	105.3	90.9	102.4	103.7	-0.6
Cc1ccc(CNC(=S)Nc2ccc(C)c([N+](=O)[O-])c2)cc1
    105.3	0.0	101.3	106.1	116.0	103.4	101.9	3.7
CCS(=O)(=O)c1ccc2c(c1)N(S(=O)(=O)c1ccc(OC)cc1)CC(C(=O)O)O2 (configuration not stated)
    94.7	0.0	96.9	100.3	98.3	98.4	103.2	-1.4
Cc1ccsc1/C=N/Nc1cccc(C(=O)O)c1
    81.8	0.0	84.9	88.2	101.6	96.4	99.8	-10.2
Cc1onc(-c2ccccc2Cl)c1C(=O)Nc1ccc(-n2nncc2-c2ccco2)cc1
    102.2	0.6	96.1	98.8	110.8	/	95.6	4.0
Cc1cc(C)nc(SCC(CSc2nc(C)cc(C)n2)C(=O)O)n1
    97.0	0.5	99.2	103.0	94.3	92.7	100.1	2.1
N/C(=N\OC(=O)c1ccc(Cl)cc1Cl)c1ccccc1
    121.1	0.7	70.8	118.0	137.6	92.8	256.6*	82.0*
COc1ccc(S(=O)(=O)NCCc2csc(-c3cccnc3)n2)cc1
    103.8	-0.1	101.5	103.7	92.2	100.1	106.6	18.9
Cc1ccc(N2C(=O)CC(Sc3ncn[nH]3)C2=O)cc1 (configuration not stated)
    103.6	0.0	101.4	103.0	94.3	104.2	126.0	-2.4
Cc1ccc(C(=O)NCCN2CCNC2=O)cc1
    109.4	-0.2	108.7	114.3	95.2	103.7	115.7	0.1
COc1ccc(N2C(=O)C3C(C2=O)C2C=CC3C23CC3)c([N+](=O)[O-])c1 (configuration not stated)
    101.6	-0.1	101.0	105.1	97.6	101.8	96.9	-0.8
O=C1N(Cc2cccnc2)C[C@@H]2C[C@@H](c3ccc(C(F)(F)F)cc3)N3CCC[C@@]123
    107.3	0.1	102.9	98.3	103.5	105.2	96.6	-4.0
CCC(=O)N1CCN(c2nc3ccccc3s2)CC1
    98.5	0.0	101.0	97.3	99.0	95.4	103.5	-5.9
COC(=O)c1cc(C(=O)N2CCN(C(=O)c3ccco3)CC2)cc([N+](=O)[O-])c1
    94.4	-0.1	93.3	104.0	109.8	111.7	70.8	-0.1
Cc1ccccc1OCC(O)Cn1c(Br)nc2c1c(=O)n(C)c(=O)n2C (configuration not stated)
    101.0	-0.3	107.8	103.5	91.8	103.4	99.1	2.8
CC(=O)c1sccc1NC(=O)c1ccccc1C(=O)O
    90.3	0.2	94.5	93.0	106.6	94.4	107.8	-1.6
COc1ccc(CNC(=O)c2cc(=O)c3ccc(C)c(C)c3o2)cc1
    105.3	0.5	99.2	102.9	71.7	108.3	102.2	12.3
COCCN1C(=O)c2ccccc2C(C(=O)NCc2ccco2)C1c1c[nH]c2ccccc12 (configuration not stated)
    103.0	0.0	101.9	102.0	93.9	100.6	104.9	1.9
O=C(O)c1ccc2cc[nH]c2c1
    97.5	0.0	107.7	102.4	112.2	100.1	114.5	-0.7
COc1ccc(CNC(=O)C2Cc3ccccc3CN2C(=O)c2ccco2)cc1 (configuration not stated)
    82.0	-0.1	90.6	102.5	96.6	93.2	105.2	-0.1
COc1ccc(-n2c3c(c(=O)[nH]c2=O)C(NC(=O)c2ccncc2)(C(F)(F)F)C(=O)N3)cc1 (configuration not stated)
    100.4	0.0	100.3	93.5	96.3	91.7	113.8	-1.8
Cc1ccc(NC(=O)NCC(c2cccnc2)N2CCOCC2)cc1 (configuration not stated)
    /	-0.3	103.7	102.1	96.5	97.7	91.7	3.2
O=C(COC(=O)c1ccc(O)cc1)Nc1ccc2c(c1)OCO2
    101.3	-0.1	101.3	107.0	94.2	96.0	100.2	2.5
CCCC(=O)Nc1c2c(nc3ccccc13)N(c1ccccc1)CC2
    116.0	0.0	114.8	113.3	80.8	113.9	108.8	108.3*

With a hit mark in LAP4-GFP MLPCN, of those listed so far:
Molecule	CIT2 TOR yeast	Efflux pump inh	AGP1-GFP MLPCN	MEP2 TOR yeast	RPL19A-GFP yeast	LAP4-GFP MLPCN	AHR activator
N/C(=N\OC(=O)c1ccc(Cl)cc1Cl)c1ccccc1	121.1	0.7	70.8	118.0	92.8	256.6*	82.0*

Carrying on.
Each structure is followed by: CIT2 TOR yeast	Efflux pump inh	AGP1-GFP MLPCN	MEP2 TOR yeast	CR mimetic SO	RPL19A-GFP yeast	LAP4-GFP MLPCN	AHR activator
CC(=O)NC(CC(=O)NNC(=O)C(C)Oc1ccccc1F)c1ccccc1 (configuration not stated)
    92.4	0.0	94.8	91.9	96.7	89.0	94.5	-2.3
CC[n+]1c(S(=O)(=O)[O-])ccc2ccc(C)cc21
    93.6	0.0	97.6	96.1	105.0	97.3	99.8	1.6
COC(=O)c1cc(NC(=O)CSc2nnc(CN3CCOCC3)n2C)ccc1Cl
    87.1	-0.1	95.7	109.1	112.9	95.8	/	-5.0
COC(=O)c1cc(OC)c(OC)cc1NC(=O)c1c(-c2ccccc2)noc1C
    97.1	0.2	97.1	97.8	109.7	94.3	95.1	1.7
COC(=O)Cc1ccc(NC(=S)NCCO)cc1
    96.3	-0.1	100.1	96.0	97.5	95.1	106.7	-2.0
c1ccc(Cn2nnc3c(Nc4ccc5c(c4)OCO5)nc(C4CC4)nc32)cc1
    101.0	-0.3	103.4	103.9	87.2	101.6	98.0	69.6*
N#Cc1ccccc1N=C1CCCN1Cc1ccccc1
    79.2	0.1	90.1	80.2	105.7	107.6	100.1	7.0
COc1cccc(C2NC(=O)NC(C)=C2C(=O)OCC2CCCCC2)c1 (configuration not stated)
    106.4	-0.3	103.5	107.4	98.5	109.1	93.1	-7.3
C=CCN(c1ccccc1)S(=O)(=O)c1cccc(C(=O)NCC(c2ccc(F)cc2)N2CCOCC2)c1 (configuration not stated)
    69.9	-0.1	62.3	111.8	112.0	100.7	95.4	3.1
O=C(CSc1nnc2c(n1)[nH]c1ccccc12)OCc1ccccc1
    94.2	0.1	98.2	99.5	102.2	94.1	93.5	8.5
CC(=O)Nc1ccc(NC(=O)c2c(-c3ccccc3Cl)noc2C)c(C)c1
    112.7	-0.1	100.2	108.2	92.5	101.2	100.0	11.0
CN(C)S(=O)(=O)c1ccc(C(=O)NCCS(=O)(=O)N2CCN(c3ccc(F)cc3)CC2)cc1
    107.0	-0.1	102.2	98.8	124.5	102.9	104.1	0.5
COCCn1c(-c2ccccc2)nc2oc3ccccc3c(=O)c2c1=O
    98.2	-0.2	99.8	102.0	106.7	98.1	98.7	14.9
Cc1cc(NC(=O)CSc2nc(N)c(NC(=O)c3ccccc3)c(=O)[nH]2)no1
    102.8	0.0	98.5	100.2	82.8	101.7	90.8	-2.9
CSc1ncccc1C(=O)OCc1nc2ccsc2c(=O)[nH]1
    107.3	-0.1	109.7	107.5	108.5	102.7	108.4	18.2
O=C(NC(=S)Nc1cccnc1)c1cc2ccccc2o1
    100.5	0.1	96.4	109.3	98.6	106.3	99.3	7.8
Cc1cc(NC(=O)COC(=O)CCS(=O)(=O)c2ccc(Cl)cc2)no1
    101.1	0.2	104.9	107.2	104.5	106.4	94.6	-0.7
O=C(O)c1cccc(C(=O)c2cccc(C(=O)O)c2)c1
    90.8	0.1	/	96.5	91.0	91.6	94.0	0.9
O=C(NCCc1ccccc1)c1noc2c1CCCCC2
    103.3	0.1	101.7	108.2	97.6	104.2	107.5	12.9
COc1ccc(CCNC(=O)c2cc3c(=O)n(C)c4ccccc4c3n2C)cc1OC
    91.7	0.4	97.4	102.1	93.8	98.8	105.0	-0.1

The closing 3 compounds of the section above lead into the next:
Each structure is followed by: CIT2 TOR yeast	Efflux pump inh	AGP1-GFP MLPCN	MEP2 TOR yeast	CR mimetic SO	RPL19A-GFP yeast	LAP4-GFP MLPCN	AHR activator
O=C(O)c1cccc(C(=O)c2cccc(C(=O)O)c2)c1
    90.8	0.1	/	96.5	91.0	91.6	94.0	0.9
O=C(NCCc1ccccc1)c1noc2c1CCCCC2
    103.3	0.1	101.7	108.2	97.6	104.2	107.5	12.9
COc1ccc(CCNC(=O)c2cc3c(=O)n(C)c4ccccc4c3n2C)cc1OC
    91.7	0.4	97.4	102.1	93.8	98.8	105.0	-0.1
CCOC(=O)c1cc(-c2ccccc2)sc1NC(=O)C(C)N1C(=O)NC(C)(c2ccc(Cl)cc2)C1=O (configuration not stated)
    107.1	0.4	100.9	107.1	107.5	106.8	101.5	-1.6
CCCN1C(=O)SC(CC(=O)Nc2ccccc2C)C1=O (configuration not stated)
    96.5	-0.1	/	101.2	98.1	90.5	93.2	-0.9
C=C(C)COc1ccc(-c2ncncc2-c2ccccc2)c(O)c1
    106.2	-0.2	106.3	104.2	99.4	106.4	94.0	14.0
O=[N+]([O-])c1ccc(C(O)C23CN4CN(CN(C4)C2)C3)cc1 (configuration not stated)
    98.1	-0.1	96.8	103.8	104.7	98.2	91.5	-0.3

Screens deposited in PubChem BioAssay by several laboratories.
